Sm TGR block = S. mansoni TGR enzyme inhibition | purified TGR, DTNB reduction, TNB absorbance 405 nm | Potency, µM (titrated, usually from 114 µM), without a hit: at the highest dose activity change, negative = inhibition, actives largely listed as inhibitors | 360,000 compounds, 3% hits | AID 485364; note: nearly all actives have a fitted effect of over 60% in size
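First, TGR (20 nM dispensed) and NADPH were mixed with compound. Second, a 15 min room-temperature incubation followed. Third, further NADPH and then DTNB were added to start the reaction. Finally, TNB absorbance was monitored kinetically.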
Pf growth 48h = inhibits P. falciparum growth in the first generation, 48 h; P. falciparum luciferase growth in erythrocytes, 48 h; 310,000 compounds, 5.9% hits; Potency, µM (doses to about 28.7 µM), without a hit: at the top dose activity change, negative = inhibition, most hits filed as inhibitors
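Compounds are pin-transferred into medium, infected erythrocytes (2% hematocrit, 0.1% parasitemia final) are added, and plates sit one parasite generation at 37 C in 5% CO2. Detection reagent is then added and luminescence measured.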
HCV inh = blocks hepatitis C virus; Potency, µM (series often up to 41.8 µM), inactives show at the top dose activity change, negative = inhibition, actives largely listed as inhibitors; AID 651820; 340,000 compounds, 3.4% hits; Huh7.5.1 HCVcc-Cre infection, luciferase reporter, 44 h
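Seed cells (1,000/well) for 4 h; treat with compound and infect with HCVcc-Cre, moi about 0.5. Incubate 44 h, then detect luciferase activity.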
LmPK inhibitor = LmPK (Leishmania mexicana) enzyme inhibition. AID 1721. 290,000 compounds, 0.37% hits. purified LmPK, Kinase-Glo ATP luminescence, 1 h. Q27686. Potency, µM (series often up to 57.5 µM), without a hit: at the top dose activity change, negative = inhibition, actives largely listed as inhibitors
Target sequence (Q27686 whole entry, looked up): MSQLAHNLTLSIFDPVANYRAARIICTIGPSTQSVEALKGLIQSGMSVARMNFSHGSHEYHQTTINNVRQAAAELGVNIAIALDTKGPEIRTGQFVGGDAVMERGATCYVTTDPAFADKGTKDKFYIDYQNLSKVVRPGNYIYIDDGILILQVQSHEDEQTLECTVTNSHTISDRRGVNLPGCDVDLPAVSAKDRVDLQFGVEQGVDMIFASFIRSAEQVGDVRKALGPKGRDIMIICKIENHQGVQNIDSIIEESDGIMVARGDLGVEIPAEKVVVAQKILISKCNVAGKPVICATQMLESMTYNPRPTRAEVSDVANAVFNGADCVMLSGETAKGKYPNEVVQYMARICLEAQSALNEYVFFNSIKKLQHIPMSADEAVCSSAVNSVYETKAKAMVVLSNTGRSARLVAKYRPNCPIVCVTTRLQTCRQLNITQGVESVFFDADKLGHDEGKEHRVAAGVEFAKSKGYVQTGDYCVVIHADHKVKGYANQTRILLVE
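ATP generated from ADP (0.1 mM) and PEP (0.5 mM) by 0.1 nM LmPK over 1 h at room temperature (pH 7.2 imidazole buffer) was detected by coupled luciferase luminescence. Values were normalized to uninhibited and no-enzyme wells.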
Tb PYK inh = blocks Trypanosoma brucei pyruvate kinase | TbPYK enzyme, Kinase-Glo Plus ATP luminescence, 45 min | Potency, µM (series often up to 76.8 µM), inactives show at the highest dose activity, negative = inhibition, hits mostly inhibitors | 410,000 compounds, 0.12% hits | AID 624173; note: nearly all actives have a fitted effect of over 50% in size
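Activity of T. brucei pyruvate kinase was followed by Kinase-Glo Plus luminescence after the enzyme reacted 45 min at room temperature with 130 uM ADP (final) and substrate. Test compounds were added before ADP at multiple concentrations.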
Pf growth 96h = P. falciparum growth inhibition at 96 hour, primary screen for plastid delayed-death inhibitors; P. falciparum luciferase reporter growth, 96 h; Potency, µM (series often up to 28.7 µM), for inactives: at the highest dose activity change, negative = inhibition, usual class: inhibitors; 320,000 compounds, 6.9% hits
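Readout is luminescence from an integrated firefly luciferase in P. falciparum. Red cells, 2% hematocrit and 0.05% parasitemia final, were cultured with compound through two parasite generations (96 hours) at 37 C, 5% CO2.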
Numbers without * were called inactive; ? = inconclusive; nt = no result given; & = joins results of further samples; [ ] = dose if it differs, or a comment. Calls come from the whole dose curve; as a rule, active = well fitted curve in the direction sought with a large enough effect; inconclusive = small, poorly fitted or top-dose-only effect, or another doubt; inactive = no such curve, though single readings can be large; an effect the other way counts as inactive or inconclusive. % is set by controls: 0 for no effect and ±100 for the full control effect; potency is the fitted concentration of half-maximal effect. Not a hit list (roughly 16% active in at least one column).

SMILES	Sm TGR block	Pf growth 48h	HCV inh	LmPK inhibitor	Tb PYK inh	Pf growth 96h
Cc1[nH]c(SCC(=O)Nc2cc(S(C)(=O)=O)ccc2Cl)nc1Cc1ccccc1	3.5µM*	?	?	nt	-5%	?
COCCCNC(=O)c1c(NC(=O)C2COc3ccccc3O2)sc2c1CCCC2 (configuration not stated)	6%	nt	?	0%	2%	?
CCCCOP(=O)(OCCCC)C(Nc1ccccc1)c1ccc2c(c1)OCO2 (configuration not stated)	7%	?	1%	6%	0%	-101%
CC(C)(C)OC(=O)NCCCCCc1nnc(SCc2ccc(F)cc2)o1	-8%	?	?	1%	-8%	?
CCCn1c(CC)nc([N+](=O)[O-])c1S(=O)(=O)c1ccccc1	?	10µM*	13µM*	4%	8%	?
Nc1nc(=S)[nH]c2c1C1(CCCCC1)Cc1ccccc1-2	-16%	-5%	-1%	1%	-7%	42%[activator]
O=C(O)c1ccc(Cl)c(N2C(=O)Nc3ccccc3N2O)c1	-10%	68%[activator]	-5%	-3%	1%	22%
Cc1ccc2[nH]c(=O)c(CN3CCCCC3)c(-c3ccccc3)c2c1	nt	?	-7%	1%	0%	27%
O=C1NC(=O)/C(=C/c2cc3c(cc2Br)OCO3)S1	4%	25%	24%	-15%	-3%	?
COC(=O)c1sccc1NC(=S)N1CCN(c2cc(C)ccc2C)CC1	4%	10µM*	?	0%	4%	-24%
Cc1ccc2cc(CN(CC3CCCO3)C(=S)NCc3ccco3)c(=O)[nH]c2c1C (configuration not stated)	-19%	?	?	-3%	-15%	55%[activator]
N/C(=N\OC(=O)c1cccc(Br)c1)c1ccccn1	7%	-83%	14%	?	-11%	-25%
Cc1ccc(S(=O)(=O)NCC(=O)N(CCc2ccccc2)CC(=O)NCc2ccco2)cc1	35µM*	-27%	-27%	1%	-3%	?
CCOC(=O)CSc1nc(NC#N)nc(N(CC)CC)n1	1%	-23%	8%	0%	5%	?
Cc1ccc2c(c1)C1CN(C)CCC1N2C(=O)c1ccccc1NS(=O)(=O)c1cccc(C(F)(F)F)c1 (configuration not stated)	-12%	?	-2%	0%	-7%	?
CC1CCN(C2CC(=O)N(c3ccc(Br)cc3Br)C2=O)CC1 (configuration not stated)	20µM*	12%	8%	4%	-2%	59%[activator]
CN(C)c1ccc(/C=N/NC(=O)CCCO)cc1	5%	102%[activator]	14%	-2%	-1%	8%
CCCCNc1c(-c2ccc(OC)c(SC3CCCCC3)c2)nc2cnccn12	-20%	10µM*	?	nt	2%	9.3µM*
CC(=O)Nc1ccc(NC(=O)CCCn2cnc3ccccc3c2=O)cc1	-23%	nt	13%	6%	-12%	17%
CC1CN/C(=C\C(=O)c2ccc(Br)cc2)C(=O)N1 (configuration not stated)	0%	269%[activator]	4%	-5%	-2%	370%[activator]
Fc1ccc(CSc2nnc3ccc(-c4ccncc4)nn23)cc1	-2%	-9%	10%	0%	5%	?
CC(C)c1ccc(NC2CCCN(C(=O)CCN3CCCC3=O)C2)cc1 (configuration not stated)	0%	-11%	nt	4%	-15%	-2%
COc1ccccc1N1CCN(c2cc(=O)n(-c3ccc(Br)cc3)c(=O)[nH]2)CC1	0%	-2%	nt	0%	2%	-5%
Oc1ccc(Nc2nc(-c3ccccc3F)nc3ccccc23)cc1	0%	-20%	?	1%	5%	-5%
O=C(Nc1c(C(=O)N2CCN(c3ccccn3)CC2)oc2ccccc12)c1ccc([N+](=O)[O-])cc1	1%	?	7%	-4%	-6%	?
FC(F)(F)c1nc2nncn2c2c1CCCCC2	7%	0%	?	-3%	1%	?
CC1CCc2c(C(=O)NCCN3CCOCC3)csc2C1 (configuration not stated)	13%	60%[activator]	1%	-1%	3%	8.3µM*
Cc1ccc(NC(=O)CN(C)S(=O)(=O)c2cccs2)cc1C	1%	38%[activator]	10%	9%	-9%	nt
CCCn1c2ccccc2c2nnc(SCC(=O)OCC)nc21	0%	5%	0%	-12%	-8%	2%
COc1ccc(-c2c(C(F)(F)F)oc3c(CN4CCN(C)CC4)c(O)ccc3c2=O)cc1	4%	3.3µM*	3%&3%	-2%	5%	?
O=C(CCSCc1ccc(Cl)cc1)NCc1cccnc1	0%	4%	-5%	-6%	9%	7%
COc1cc(CN2CC(=O)N(c3ccc(C)c(Cl)c3)C2=S)cc(OC)c1OC	1%	2.1µM*	-14%	5%	0%	-1%
C=CCN(c1ccccc1)S(=O)(=O)c1ccc2c(c1)N(C(C)=O)CCO2	0%	17%	-8%	8%	-3%	7%
CCOc1ccc(NC(=O)Nc2cccc(C(=O)O)c2)cc1	20%	24%	-22%	-4%[11.5 µM]	-18%	31%[activator]
CCCC(=O)Nc1ccc(NC(=O)C23CC4CC(CC(C4)C2)C3)cn1	1%	?	?	-14%	2%	-1%
COc1cc(OC)cc(C(=O)OCc2cc3ccccc3[nH]c2=O)c1	0%	71%[activator]	9%	3%	-14%	?
Cc1ccc2nc(C)c(C(=O)N/N=C/c3cccc([N+](=O)[O-])c3)cc2c1	-1%	1%	?	-1%	3%	38%[activator]
Cc1ccccc1NC(=O)c1ccc2snnc2c1	-2%	31%[activator]	10%	2%	11%	66%[activator]
COc1cccc(OCC(=O)NNC(=O)c2ccc3ccccc3c2)c1	3%	57%[activator]	12%	-7%	3%	-6%
COc1cc(OC)cc(C(=O)NC2=NCCS2)c1	-18%	nt	2%	0%	-1%	22%
COc1ccc(-c2nc(CS(=O)(=O)CC(=O)NCc3cccc(F)c3)c(C)o2)cc1	-20%	4%	-14%	-1%	-2%	0%
CC(C)(C)C(=O)NC(c1ccccc1)c1c(O)ccc2ccccc12 (configuration not stated)	-19%	4.7µM*	?	1%	-5%	?
Clc1ccc(/C=N/Nc2ccccn2)cc1	7%	290%[activator]	18%	7%	-1%	-17%
CCCCN(C(=O)Cn1nnc2ccccc21)C(C(=O)NCCOC)c1ccc(OC)cc1 (configuration not stated)	-26%	-28%	22%	3%	-10%	16%
CCCCn1c(O)c(C(C)=NCCc2c[nH]c3ccccc23)c(=O)[nH]c1=O	-21%	?	?	3%	-20%	?
CCOC(=O)C1CCCN(C(=O)c2cc3ccc(OC)cc3[nH]2)C1 (configuration not stated)	-16%	101%[activator]	-17%	-1%	3%	110%[activator]
O=C(O)c1ccccc1S(=O)(=O)NCC(O)COC1CCCCC1 (configuration not stated)	?	18%	2%	1%	9%	-8%
COc1ccc(/C=N/OCC(=O)Nn2c(C)nc3ccccc3c2=O)cc1	-7%	17%	-5%	1%	-11%	4%
COc1ccc(CN2CCC(n3nccc3NC(=O)c3ccc4c(c3)OCO4)CC2)cc1C	-25%	12µM*	-20%	-2%	-6%	58%[activator]
CCOc1ccc(N=Nc2c(=O)[nH]n3c(C)cc(C)nc23)cc1	-8%	5%	2%	?	-4%	-5%
CN1CCN(S(=O)(=O)c2ccc3[nH]cc(C(=O)O)c(=O)c3c2)CC1	-31%	0%	nt	-7%	2%	1%
CCCN1CC[C@@H]2c3cc(O)ccc3CC[C@@H]21	-3%	-1%	-3%	nt	-2%	-12%
CN(CC1CCOCC1)C(=O)CC1C(=O)NCCN1Cc1ccc(F)c(F)c1 (configuration not stated)	-25%	?	18%	0%	-18%	?
Cc1ccc(C(=O)OCC(=O)Nc2c(Cl)cc(S(N)(=O)=O)cc2Cl)o1	-6%	1%	7%	1%	-5%	2%
COc1cccc(NC(=O)CN(C)C(=O)c2cccc(S(=O)(=O)N3c4ccccc4CC3C)c2)c1 (configuration not stated)	3%	-24%	?	nt	1%	?
O=C(Nc1nnc(Cc2ccccc2)s1)c1ccccc1	-9%	85%[activator]	3%	1%	9%	?
CC(NC(=O)CSc1nnc(COc2ccccc2)o1)c1ccccc1 (configuration not stated)	5%	1%	3%	2%	-1%	-15%
COc1ccc(/C=C(\NC(=O)c2ccco2)C(=O)N2CCCCC2)cc1	9%	3%	-8%	-3%	-4%	3%
Cc1ncoc1C(=O)N1CCCC(CCC(=O)NCc2ccccc2F)C1 (configuration not stated)	4%	36%[activator]	-2%	4%	-9%	-23%
COc1ccc(OC)c(C(=O)COC(=O)c2cccnc2Cl)c1	-14%	-11%	3%	8%	1%	16%

5 entries from above, ordered by heavy-atom count, high to low:
SMILES	Sm TGR block	Pf growth 48h	HCV inh	LmPK inhibitor	Tb PYK inh	Pf growth 96h
COc1ccc(CN2CCC(n3nccc3NC(=O)c3ccc4c(c3)OCO4)CC2)cc1C	-25%	12µM*	-20%	-2%	-6%	58%[activator]
Cc1ncoc1C(=O)N1CCCC(CCC(=O)NCc2ccccc2F)C1 (configuration not stated)	4%	36%[activator]	-2%	4%	-9%	-23%
Cc1ccc(C(=O)OCC(=O)Nc2c(Cl)cc(S(N)(=O)=O)cc2Cl)o1	-6%	1%	7%	1%	-5%	2%
CCOC(=O)C1CCCN(C(=O)c2cc3ccc(OC)cc3[nH]2)C1 (configuration not stated)	-16%	101%[activator]	-17%	-1%	3%	110%[activator]
Clc1ccc(/C=N/Nc2ccccn2)cc1	7%	290%[activator]	18%	7%	-1%	-17%

Next records follow.
SMILES	Sm TGR block	Pf growth 48h	HCV inh	LmPK inhibitor	Tb PYK inh	Pf growth 96h
Cc1nnc2ccc(-c3cccc(NS(=O)(=O)c4ccccc4Cl)c3)nn12	1%	12µM*	4%	nt	2%	?
CCOC(=O)c1sc(NC(=O)c2ccco2)nc1-c1ccccc1	-4%	-3%	?	5%	-4%	12%
Cc1ccc(C)c(OCC(=O)NCC(c2ccco2)N2CCCCC2)c1 (configuration not stated)	-13%	?	11%	nt	1%	?
O=C(O)C1CC=CCC1C(=O)Nc1cccnc1 (configuration not stated)	-3%	9.3µM*	4%	2%	4%	86%[activator]
Cc1cccc(C(=O)NCC(=O)N2CCN(S(=O)(=O)c3ccc4c(c3)OCCO4)CC2)c1	-3%	?	7%	nt	0%	-24%
CCCCCC(=O)Nc1ccc2oc(-c3cccnc3)nc2c1	1%	-28%	-18%&-21%	2%	-10%	?
C=CCn1c(N)c(C(=O)OC(C)CC)c2nc3ccccc3nc21 (configuration not stated)	-1%	10µM*	?	-5%	-8%	nt
COc1cc(OC)cc(C(=O)NC(=S)N2CCCCCC2)c1	6%[57.1 µM]	?	-1%	-12%	-7%	36%[activator]
Cc1nn(Cc2ccccc2)c(C)c1CCC(=O)O	-2%	16%	13%	-1%	2%	nt
O=C(CCC1CCCN(C2C3CC4CC(C3)CC2C4)C1)NCc1ccc(F)c(F)c1 (configuration not stated)	-1%	-23%	-14%	2%	0%	4%
Cc1[nH]c(C)c(S(=O)(=O)NCc2ccc(OC(C)C)cc2)c1C(=O)N1CCCC1	1%	-1%	5%	4%	4%	-16%
CCCCn1c(N)c(N(CC(C)C)C(=O)c2cccc(S(=O)(=O)N3CC(C)OC(C)C3)c2)c(=O)[nH]c1=O (configuration not stated)	-4%	?	-10%	nt	-7%	-20%
O=C(NC1CC2CCCC(C1)N2C(=O)Nc1ccccc1)c1ccncc1 (configuration not stated)	7%	6%	3%	-8%	-12%	0%
CC(C)(C)OC(=O)N1CCC(c2c(C(=O)O)cnn2-c2ccccc2)CC1	-3%	-14%	7%	-6%	-7%	?
COc1cccc2c(=O)n(CC(=O)NC3CCCC3)ccc12	1%	40%[activator]	14%	-1%	-4%	30%[activator]
Cc1ccc(OCC(=O)NNC(=O)c2cc3ccccc3o2)cc1C	5%	29%	-4%	2%	0%	12µM*

Three entries drawn at random from the list so far:
SMILES	Sm TGR block	Pf growth 48h	HCV inh	LmPK inhibitor	Tb PYK inh	Pf growth 96h
COc1ccc(-c2nc(CS(=O)(=O)CC(=O)NCc3cccc(F)c3)c(C)o2)cc1	-20%	4%	-14%	-1%	-2%	0%
CC1CCN(C2CC(=O)N(c3ccc(Br)cc3Br)C2=O)CC1 (configuration not stated)	20µM*	12%	8%	4%	-2%	59%[activator]
FC(F)(F)c1nc2nncn2c2c1CCCCC2	7%	0%	?	-3%	1%	?

Compound activity: PubChem, National Center for Advancing Translational Sciences (NCATS)
